High-throughput results from PubChem.
Measles CPE – protection of cells from measles virus; Measles virus-infected cells, CPE protection, absorbance; protection (pct of control), % at 4 µM; AID 841; actives 1.5% (n = 140,000); in the data active means protection mostly above about 24%, no sharp cut-off; inactive means mostly below about 26%; further: some compounds called inactive have numbers as strong as hits
NPY-Y2 antag – blocks the human neuropeptide Y Y2 receptor; NPY-Y2 expressing cells, antagonist mode; inhibition, % at 2.7 µM; actives 0.99% (n = 140,000); AID 793; P49146; in the data active means inhibition above about 17%;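 further: 0% = vehicle with agonist challenge and 100% = reference antagonist with challenge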
Target sequence (P49146 whole entry, looked up): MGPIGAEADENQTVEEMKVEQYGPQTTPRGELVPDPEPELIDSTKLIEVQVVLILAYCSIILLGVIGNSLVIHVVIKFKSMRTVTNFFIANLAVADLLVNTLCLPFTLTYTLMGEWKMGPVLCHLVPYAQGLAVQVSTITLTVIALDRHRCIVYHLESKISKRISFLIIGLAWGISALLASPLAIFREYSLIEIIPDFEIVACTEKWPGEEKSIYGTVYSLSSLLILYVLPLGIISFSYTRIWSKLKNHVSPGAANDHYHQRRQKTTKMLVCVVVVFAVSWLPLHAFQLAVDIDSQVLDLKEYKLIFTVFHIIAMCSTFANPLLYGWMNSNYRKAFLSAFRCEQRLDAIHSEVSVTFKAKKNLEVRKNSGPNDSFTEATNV
BB579 growth dn – chemicals that inhibit yeast BB579 growth in restrictive medium (lifespan-shortening candidates). inhibition, % at 10 µM. AID 804. actives 0.51% (n = 140,000). S. cerevisiae BB579 growth, OD615, 48 h;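 active means inhibition above a set limit, 3 SD over the mean compound inhibition, cut at about 44% in these data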; further: inactives centre near -24
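Detection: OD615 turbidity measurement; Material: Saccharomyces cerevisiae DeaD strain BB579, replicative lifespan model yeast; Timing: 48 h exposure, 30 °C; Doses: single 10 µM dose; Medium: CSMM-D restrictive synthetic medium containing dextrose (glucose); Controls: amphotericin B at 10 µg/mL as positive control.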
Yeast lifespan up – extends the lifespan of yeast; S. cerevisiae growth with nicotinamide, OD615; deaD strain in restrictive glucose medium; inhibition of the nicotinamide effect, % at 10 µM; actives 0.68% (n = 130,000); AID 775;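 active means inhibition above a set limit, placed 3 SD over the median of all compounds, cut at about 26% in these data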;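 further: 0% = nicotinamide-treated wells and 100% = cells grown without nicotinamide; some compounds called inactive have numbers as strong as hits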
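System: DeaD-strain S. cerevisiae / Buffer or medium: CSMM-D, restrictive glucose (dextrose) synthetic minimal medium / Probe or stimulus: nicotinamide, 1.5 mM, co-present with compound / Compound: one concentration, 10 µM, DMSO 0.25% / Incubation: 48 h compound exposure at 30 °C, humidified / Technique: optical density (absorbance) at 615 nm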
MRP1 act – MRP-1 activation | H69AR cells + doxorubicin, viability rescue, CellTiter-Glo | viability increase, % at 10 µM | actives 0.61% (n = 140,000) | AID 799;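 active means viability gain under doxorubicin at or above a set limit, the compound median plus 3 SD, cut at about 4.7% in these data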;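 further: MRP-1 overexpressing cells given doxorubicin 25 µM after compound pretreatment; 18-22 h compound pretreatment then 72 h with doxorubicin before readout; 0% = doxorubicin-only wells and 100% = vehicle-treated cells without doxorubicin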
Phagocyt inh – inhibitors of macrophage phagocytosis; J774A.1 macrophage IgG-bead phagocytosis, imaging; inhibition, % at 5 µM; actives 0.07% (n = 110,000);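 active means inhibition above the mean of the plate negative controls plus 5 SD, cut at about 13% in these data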;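 further: phagocytic index as fraction of beads internalized from green versus red external bead signal; plate controls were DMSO negative control for no effect and cytochalasin-D positive control for full effect; some results beyond the cut were filed as inactive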
GALR2 antag – blocks the human galanin receptor 2 | O43603 | GALR2-expressing cells, antagonist mode | inhibition, % at 4 µM | actives 0.39% (n = 140,000); in the data active means inhibition above about 27%;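 further: cells stimulated with galanin 1-16 at roughly its EC80; 0% = agonist challenge control and 100% = basal control without agonist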
Target sequence (O43603 whole entry, looked up): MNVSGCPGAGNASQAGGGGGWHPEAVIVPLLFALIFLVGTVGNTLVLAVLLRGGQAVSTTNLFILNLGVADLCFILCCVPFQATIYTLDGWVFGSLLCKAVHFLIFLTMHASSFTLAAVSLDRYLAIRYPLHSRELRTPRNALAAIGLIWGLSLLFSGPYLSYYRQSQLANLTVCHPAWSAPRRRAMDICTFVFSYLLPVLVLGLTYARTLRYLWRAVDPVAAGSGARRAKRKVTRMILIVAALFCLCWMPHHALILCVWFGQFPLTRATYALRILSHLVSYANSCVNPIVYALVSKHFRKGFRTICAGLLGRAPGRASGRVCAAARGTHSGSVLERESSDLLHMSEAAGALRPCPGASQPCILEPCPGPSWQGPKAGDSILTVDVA
HCT116 bCat-KO – beta-catenin-lacking colon tumor cell growth suppression. viability, % at 10 µM. HCT116 beta-catenin knockout viability, CellTiter-Glo, 60 h; hits give low values. actives 1.5% (n = 140,000);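 active means viability at or under a set limit, the compound median less 4 SD, cut at about 6% in these data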;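 further: 0% = Hyamine 1622 control at 20 µM and 100% = untreated cell control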
E-sel TNF inh – blocks E-selectin expression induced by TNF alpha; HUVEC TNFa-induced E-selectin immunofluorescence, high content; inhibition, % at 2 µM; actives 0.71% (n = 120,000);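 active means inhibition above the batch mean plus 3 SD, and confirmed as a hit on visual image review, cut at about 43% in these data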;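 further: 0% = TNF-stimulated DMSO wells and 100% = unstimulated control wells; not every result past the cut was called active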
PTEN del growth – PTEN-deleted cell growth suppression | HCT116 PTEN-null viability, CellTiter-Glo, 60 h; hits give low values | viability, % at 10 µM | actives 1.2% (n = 140,000);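 active means viability at or below a set limit, 4 SD under the median of all tested compounds, cut at about 3.7% in these data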;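 further: PTEN knockout HCT116 line with beta catenin targeted HCT116 as companion control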
* hit, by the source's call; x = no result given.

SMILES | Measles CPE | NPY-Y2 antag | BB579 growth dn | Yeast lifespan up | MRP1 act | Phagocyt inh | GALR2 antag | HCT116 bCat-KO | E-sel TNF inh | PTEN del growth
CCOC(=O)N1CCC(NC(=O)c2cc(S(=O)(=O)N3CCOCC3)ccc2F)CC1 | 3 | 2 | 8 | -9 | -2.5 | -2 | 11 | 85 | x | 95
Cn1c(SCc2nc3ccccc3n2CCO)nc2ccccc21 | 11 | 2 | -17 | -9 | -0.9 | x | 11 | 100 | -1 | 103
O=C(C1=C(O)C(=O)N(Cc2ccco2)C1c1cccs1)c1cccs1 (stereo not given) | 7 | 5 | -22 | 4 | -2.3 | 10 | -5 | 96 | -1 | 102
O=C(Nc1ccccc1)NC1(C(=O)NCc2cccs2)CCCCC1 | 13 | 1 | -67 | -1 | -1.0 | 0 | 3 | 94 | 28 | 111
C=CCNC(=O)/C(=C\C=C\c1ccccc1)NC(=O)c1ccccc1Cl | 32 | 1 | -27 | 0 | -1.6 | -7 | 1 | 88 | x | 76
CC(=O)c1ccc(N(C)C)c2c(N(C)C)cccc12 | 3 | 4 | -36 | -30 | -3.5 | 3 | -4 | 73 | 7 | 73
Cc1nc(SC(C(=O)c2ccccc2)c2ccccc2)n[nH]1 (stereo not given) | 6 | 2 | -28 | -19 | -1.9 | 2 | 9 | 92 | 7 | 81
Cc1ccsc1C(=O)NNC(=O)C1C2C=CC(C2)C1C(=O)O (stereo not given) | 9 | 2 | -23 | 2 | -0.3 | 2 | 19 | 104 | x | 102
CC(=O)c1cccc(NC(=O)c2ccc(-c3ccccc3[N+](=O)[O-])o2)c1 | 30 | 2 | -42 | -4 | 0.1 | -3 | 4 | 72 | 2 | 57
COc1cccc(OCCCCN2CC(C)OC(C)C2)c1 (stereo not given) | 15 | 4 | -9 | -9 | -2.0 | x | 0 | 86 | 8 | 88
CCOC(=O)C1CCCN(C(=O)c2ccc3c(=O)n(CCOC)c(=S)[nH]c3c2)C1 (stereo not given) | 28* | 2 | -29 | x | -3.2 | x | -12 | 85 | 6 | 79
CCN(CC)CC(=O)Nc1ccc2c(c1)Nc1ccccc1CC2 | 24 | 0 | -26 | -7 | -4.1 | -5 | -2 | 31 | x | 31
Cc1nc(SCC(=O)c2ccc(Cl)cc2)c([N+](=O)[O-])[nH]1 | 7 | 6 | -7 | 0 | -1.3 | -1 | -12 | 95 | -26 | 95
CC1Cc2ccccc2N1C(=O)CSc1nnc(CSc2ncccn2)n1C (stereo not given) | 4 | 2 | -20 | -12 | -0.4 | -2 | 12 | 105 | -17 | 98
CCOC(=O)c1csc(NC(=O)CSc2nnc(C3CC3)n2C)n1 | 10 | 0 | -27 | -2 | -1.3 | -1 | 16 | 100 | 23 | 102
CCOC(=O)c1cccc(NC(=O)Cn2c(CC(=O)NC)nc3ccccc32)c1 | 17 | -1 | 12 | 1 | 1.4 | -1 | -1 | 78 | -7 | 86
Clc1ccc(-c2cc(CSc3ccccc3)on2)cc1 | 6 | 15 | -37 | -3 | -0.3 | x | -8 | 95 | x | 95
O=S(=O)(c1cccs1)N1CCN(C/C=C/c2ccccc2)CC1 | 15 | -1 | -29 | -13 | -1.5 | -1 | 1 | 88 | 12 | 85
Cc1nn(C(C)C(=O)NNC(=S)Nc2ccc(Cl)cc2)c(C)c1[N+](=O)[O-] (stereo not given) | 0 | 4 | 12 | -12 | 0.9 | -2 | -23 | 106 | -8 | 103
CCCCNC(=O)C1CCN(S(=O)(=O)c2cnc[nH]2)CC1 | 2 | 0 | 5 | 0 | -0.9 | -3 | -1 | 110 | 5 | 92
CCn1c(=O)n(CC)c2cc(S(=O)(=O)N3CCC(c4ccccc4)CC3)ccc21 | 31 | 3 | -56 | -10 | -1.3 | 0 | -4 | 81 | -24 | 100
CCOC(=O)N1CCN(Cc2cn3ccccc3n2)CC1 | 4 | 1 | -34 | 4 | -0.5 | -1 | -7 | 100 | 0 | 98
N=c1c(C(=O)NCc2ccco2)cc2c(=O)n3ccccc3nc2n1CCc1ccccc1 | 29 | 6 | -49 | x | -7.3 | -1 | -2 | 24 | x | 16
CCN(CC)CCNC(=O)C(C)c1nn(C)c(=O)c2ccccc12 (stereo not given) | 25 | 2 | -12 | 0 | -2.2 | x | 6 | 102 | x | 99
O=C(CC1S/C(=N/N=C/c2c[nH]c3ccccc23)NC1=O)Nc1ccccc1 (stereo not given) | 22 | 0 | -29 | 9 | -3.1 | 8 | 1 | 100 | 14 | 95

Entries from the list above that have a furan ring, fused or not (3):
SMILES | Measles CPE | NPY-Y2 antag | BB579 growth dn | Yeast lifespan up | MRP1 act | Phagocyt inh | GALR2 antag | HCT116 bCat-KO | E-sel TNF inh | PTEN del growth
O=C(C1=C(O)C(=O)N(Cc2ccco2)C1c1cccs1)c1cccs1 (stereo not given) | 7 | 5 | -22 | 4 | -2.3 | 10 | -5 | 96 | -1 | 102
CC(=O)c1cccc(NC(=O)c2ccc(-c3ccccc3[N+](=O)[O-])o2)c1 | 30 | 2 | -42 | -4 | 0.1 | -3 | 4 | 72 | 2 | 57
N=c1c(C(=O)NCc2ccco2)cc2c(=O)n3ccccc3nc2n1CCc1ccccc1 | 29 | 6 | -49 | x | -7.3 | -1 | -2 | 24 | x | 16

(continued)
SMILES | Measles CPE | NPY-Y2 antag | BB579 growth dn | Yeast lifespan up | MRP1 act | Phagocyt inh | GALR2 antag | HCT116 bCat-KO | E-sel TNF inh | PTEN del growth
Cc1ccc(S(=O)(=O)N(C)C)cc1NC(=O)[C@H](Cc1ccccc1)N1C(=O)c2ccccc2C1=O | 7 | 0 | -12 | 8 | 0.1 | -4 | -6 | 93 | 0 | 94
CC(C)c1ccc(NC(=O)COc2nncc3ccccc23)cc1 | 10 | -1 | -22 | 0 | 1.7 | -5 | -13 | 88 | 46 | 94
CN(c1ccccc1C(=O)Nc1ccc(S(=O)(=O)N2CCOCC2)cc1)S(C)(=O)=O | 4 | 1 | -22 | 2 | -2.1 | -4 | -2 | 99 | x | 95
COc1ccc(C(C)(C)C)cc1NC(=O)COC(=O)c1cnc(C)cn1 | 8 | 2 | 2 | -4 | -2.2 | x | 8 | 99 | -30 | 116
O=C(Cn1cnc2c(nnn2Cc2ccccc2)c1=O)N1CCN(c2ccccc2)CC1 | 1 | 0 | 22 | -9 | 0.6 | -2 | -3 | 78 | 7 | 85
CCOc1ccc(NC(=S)NC(=O)c2c(Br)cnn2C)c([N+](=O)[O-])c1 | 4 | 1 | -18 | -6 | -3.3 | -5 | 7 | 88 | -3 | 82
COc1ccc(OCC(=O)Nc2cccc(-c3nc4ccccc4[nH]3)c2)cc1 | 8 | 13 | -15 | -10 | -3.2 | -3 | 3 | 96 | -55 | 90
Cc1cccc(N=C2NC(=O)/C(=C/c3cn(C)c4ccccc34)S2)c1 | 1 | 1 | -17 | -4 | -0.4 | -4 | 0 | 85 | x | 85
CC1CCCN(Cc2cnc(Cl)s2)C1 (stereo not given) | 4 | 3 | 4 | -14 | -1.1 | -1 | -2 | 96 | 17 | 96
O=C1OC(/C=C/c2ccccc2)=NC/1=C/C=C/c1ccccc1 | 16 | 5 | -50 | 4 | 1.2 | -9 | 10 | 85 | 6 | 94
O=C(c1ccccc1)C(Sc1ncn[nH]1)c1ccccc1 (stereo not given) | 7 | -1 | -23 | -3 | 1.4 | x | -7 | 87 | -2 | 93
CCOCCCn1c(SCC(=O)/C(C#N)=C(\C)N)nc2ccccc2c1=O | 28 | 3 | -1 | -2 | 0.9 | x | -2 | 103 | x | 101
O=C(COC(=O)c1cc(S(=O)(=O)NCc2ccccc2)ccc1O)NCc1ccccc1 | 11 | 4 | -36 | 4 | -0.3 | -2 | -2 | 107 | 13 | 100
CCOC(=O)c1ccc(NC(=O)Cn2nnc(-c3ccccc3)n2)cc1 | 11 | 3 | -24 | 0 | -2.1 | -1 | 0 | 92 | x | 94
Cc1cc(NC(=O)c2cc(C(C)C)on2)nn1Cc1ccc(Cl)cc1 | 23 | 6 | -37 | -6 | 6.7* | 0 | 7 | 16 | x | 36
O=C(Nc1ccccc1N1CCN(c2ccccc2)CC1)C12CC3CC(CC(C3)C1)C2 | 6 | -1 | -10 | x | -2.8 | x | 5 | 51 | -29 | 59
CSCCC1NC2(C(=O)Nc3c(Cl)cccc32)[C@@H]2C(=O)N(C3CCCC3)C(=O)[C@H]12 (stereo not given in full) | 15 | 2 | -10 | -4 | -4.0 | 0 | 10 | 86 | -12 | 89
O=S(=O)(c1ccc(OCC(O)CN2CCN(c3ccccc3)CC2)cc1)N1CCOCC1 (stereo not given) | 7 | 1 | 14 | -3 | -0.8 | -1 | -7 | 84 | -39 | 78
CCCc1n[nH]c(=O)[nH]1 | 11 | 4 | -24 | -6 | 0.0 | -1 | -3 | 88 | -4 | 106
CS(=O)(=O)N(CC(=O)NC1CC1)c1cccc(F)c1 | 4 | 2 | -42 | -4 | -1.0 | x | 0 | 95 | 9 | 96
O=C(COc1ccccc1)NNC(=O)c1cccs1 | 2 | 1 | -15 | 9 | -0.4 | -6 | 12 | 85 | x | 92
COc1ccc(C(=O)NNC(=S)NC(=O)c2ccco2)cc1 | 3 | 1 | -17 | 33* | -0.7 | x | -6 | 7 | -32 | 14
O=c1c2ccccc2[nH]c(=S)n1CCCN1CCN(C2CCCCC2)CC1 | 3 | 2 | -74 | 4 | -1.6 | -6 | -12 | 72 | 25 | 76
COc1ccc(C(C(=O)NC2CCCCC2)N(C(=O)c2cccs2)c2ccc3c(c2)OCO3)cc1 (stereo not given) | 2 | 3 | 15 | -2 | -1.6 | x | 2 | 69 | -6 | 56
CCOC(=O)N1CCN(Cc2nc(-c3ccc(Cl)cc3)no2)CC1 | 22 | 1 | -37 | -7 | 0.0 | x | -5 | 67 | 9 | 71
SMILES | Measles CPE | NPY-Y2 antag | BB579 growth dn | Yeast lifespan up | MRP1 act | Phagocyt inh | GALR2 antag | HCT116 bCat-KO | E-sel TNF inh | PTEN del growth
O=C(Nc1cc(S(=O)(=O)Nc2ccc(Cl)cc2)ccc1N1CCCCC1)c1ccc(F)cc1Cl | 4 | 2 | -27 | -3 | -5.1 | -11 | -3 | 13 | -26 | 11
Cc1ccc(N=Nc2c(N)[nH]n3c(=O)cc(C)nc23)cc1 | 17 | 2 | -17 | 6 | -3.4 | -2 | 3 | 44 | x | 57
O=C(O)Cn1nnc(-c2cccs2)n1 | 17 | 4 | -28 | -12 | 0.7 | x | -4 | 93 | -2 | 91
COc1ccc(S(=O)(=O)NC2CC3CCC2C3)cc1Cl (stereo not given) | 4 | 0 | -18 | 2 | -3.0 | 0 | -4 | 92 | -6 | 88
CCOC(=O)C1=C(C)N=c2s/c(=C\c3cc(OC)c(OC)c(OC)c3)c(=O)n2C1/C=C/c1ccccc1 (stereo not given) | 5 | 0 | -22 | 2 | -2.3 | -11 | 2 | 84 | x | 76
Cc1cc(=O)oc(C)c1C(=O)OCC(=O)c1ccccc1 | 11 | 2 | 0 | -9 | -0.8 | -1 | 10 | 98 | 2 | 98
CC1(C)CC(=O)C=C(NC2CCCCCCC2)C1 | 5 | 2 | -28 | x | -0.6 | x | 2 | 93 | -23 | 96
